Source: PubChem BioAssay
HKDC1 inhibitor = HKDC1 (human) hexokinase inhibition. recombinant HKDC1, G6PDH/diaphorase resazurin coupled fluorescence. inhibition, % at 20 µM. 0.16% of 340,000 active. AID 493160;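 active = inhibition above about 35% when tested at 20 µM, limit read from the data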;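 also: plate controls were DMSO wells with enzyme for no effect and DMSO wells lacking enzyme for full effect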
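Test system: recombinant HKDC1 (HK5) hexokinase enzyme, produced in-house; Amount: enzyme 5 µg/mL final; Buffer or medium: Tris pH 8.0 buffer with MgCl2, Tween-20, BSA, BME; Reagent: glucose and ATP substrates; Doses: 20 µM test compound, 1% DMSO; Incubation: 90 min reaction incubation at room temperature, dark; Detection: resorufin fluorescence at 613 nm.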
NALP3 yeast inh = blocks the NALP3 inflammasome reconstituted in yeast; Yeast reconstituted NLRP3/ASC/caspase-1, beta-gal luminescence, 24 h; inhibition, % at 10 µM; 0.39% of 330,000 active; AID 2825;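 active = inhibition of 50% or more; inactive = inhibition below 50%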;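 also: plate controls were induced DMSO wells for no effect and uninduced yeast grown without galactose for full effect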
PfG6PD inh = PfG6PD (Plasmodium falciparum) enzyme inhibition | AID 504690 | PfGluPho enzyme, NADPH resazurin-diaphorase fluorescence | 0.78% of 350,000 active | inhibition, % at 20 µM;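 active = inhibition reaching at least a set limit at 20 µM in the primary screen, cut at about 59% in these data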;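 also: 0% = DMSO wells with substrate and 100% = DMSO wells lacking glucose-6-phosphate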
SENP1 FRET inh = SENP1 (human) catalytic domain inhibition. recombinant SENP1 catalytic domain, CyPet-SUMO1-YPet FRET cleavage. inhibition, % at 10 µM. 0.21% of 360,000 active. AID 624204;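 active = inhibition at least 30% at 10 µM, raw YFP signal under a set limit, fluorescence ratio 0.5 to 1.5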;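 also: 0% = enzyme with DMSO and 100% = no enzyme wells; some results filed as inactive read as strong as hits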
Target sequence (Q9P0U3 419-644 limits assumed): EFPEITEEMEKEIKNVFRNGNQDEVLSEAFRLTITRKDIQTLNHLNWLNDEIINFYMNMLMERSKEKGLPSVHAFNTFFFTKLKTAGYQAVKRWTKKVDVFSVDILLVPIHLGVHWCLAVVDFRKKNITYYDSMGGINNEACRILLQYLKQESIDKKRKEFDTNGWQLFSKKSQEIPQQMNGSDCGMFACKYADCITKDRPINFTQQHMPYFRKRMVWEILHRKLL
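material = recombinant human SENP1 catalytic domain, His6-tagged | quantity = 20 pM enzyme | reagent = 25 nM SUMO1 FRET substrate | compound dosing = 10 µM single point, 0.5% DMSO | timing = 50 min enzyme reaction, room temperature, light-protected | detection = FRET, CFP and YFP emission | control set = no-enzyme low, enzyme-DMSO high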
Apaf-1 inh = human Apaf-1 inhibition; 0.71% of 330,000 active; AID 489030; inhibition, % at 20 µM; reconstituted apoptosome caspase-3 activity, DEVD-Rh110 fluorescence; active = inhibition of at least 40% at 20 µM;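 also: plate controls were DMSO wells for no effect and DEVD-CHO caspase inhibitor wells for full effect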
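Material: reconstituted apoptosome with Apaf-1, cytochrome c, caspase-9, procaspase-3, dATP. Technique: Rh110 fluorescence intensity. Buffer or medium: pH 7.5 Hepes buffer with CHAPS, BSA, DTT. Times: 30 min plus 50 min, RT.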
SENP8 block-1 = blocks the human protease SENP8; purified SENP8, Z-RLRGG-aminoluciferin cleavage, luminescence; 1.2% of 330,000 active; inhibition, % at 10 µM; AID 2540; in the data active = inhibition above about 50%
SENP7 block = blocks the human protease SENP7. recombinant SENP7, Z-RLRGG-aminoluciferin luminescence, 40 min. 1.5% of 330,000 active. inhibition, % at 5 µM. AID 434973;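 active = inhibition above about 50% at the single test dose, limit read from the data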;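 also: plate controls were DMSO with enzyme for no effect and no enzyme buffer wells for full effect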
Target sequence (Q9BQF6 706-1050 limits assumed): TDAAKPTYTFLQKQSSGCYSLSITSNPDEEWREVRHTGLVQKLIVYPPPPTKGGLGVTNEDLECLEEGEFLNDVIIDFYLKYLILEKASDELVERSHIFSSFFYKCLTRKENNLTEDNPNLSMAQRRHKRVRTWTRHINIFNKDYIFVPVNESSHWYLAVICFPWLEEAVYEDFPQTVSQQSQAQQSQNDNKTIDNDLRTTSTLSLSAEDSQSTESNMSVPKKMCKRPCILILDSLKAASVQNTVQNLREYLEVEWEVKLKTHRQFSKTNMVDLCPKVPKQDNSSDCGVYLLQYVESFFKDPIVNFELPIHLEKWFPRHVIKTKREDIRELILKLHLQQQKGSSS
SENP6 inh = SENP6 protease inhibition; Recombinant SENP6 catalytic domain, aminoluciferin luminescence; 1.8% of 330,000 active; inhibition, % at 10 µM; AID 2599;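 active = inhibition above about 50% at the single tested dose, limit read from the data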;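 also: plate controls were DMSO wells with enzyme for no effect and DMSO wells lacking enzyme for full effect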
Target sequence (Q9GZR1 628-1112 limits assumed): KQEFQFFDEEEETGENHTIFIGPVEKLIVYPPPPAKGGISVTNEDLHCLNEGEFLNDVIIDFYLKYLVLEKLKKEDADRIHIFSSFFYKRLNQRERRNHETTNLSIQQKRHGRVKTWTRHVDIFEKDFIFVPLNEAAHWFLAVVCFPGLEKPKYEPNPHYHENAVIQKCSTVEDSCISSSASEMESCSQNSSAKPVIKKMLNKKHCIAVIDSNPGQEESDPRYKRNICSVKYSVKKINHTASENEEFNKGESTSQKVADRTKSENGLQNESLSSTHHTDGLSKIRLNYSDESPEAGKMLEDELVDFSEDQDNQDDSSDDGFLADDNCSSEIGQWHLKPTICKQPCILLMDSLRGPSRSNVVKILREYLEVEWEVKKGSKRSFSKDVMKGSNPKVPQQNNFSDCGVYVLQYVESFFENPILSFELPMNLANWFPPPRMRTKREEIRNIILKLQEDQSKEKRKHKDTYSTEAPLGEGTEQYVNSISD
SENP8 block-2 = inhibitors of human SENP8 protease; Q96LD8; recombinant SENP8, Nedd8 substrate fluorescence; inhibition, % at 20 µM; 0.64% of 360,000 active; AID 602440; in the data active = inhibition mostly above about 40%, no sharp cut-off; inactive = mostly below about 27%
* hit, by the source's call; . = not tested or not shown.

smiles	HKDC1 inhibitor	SENP7 block	SENP1 FRET inh	SENP8 block-1	NALP3 yeast inh	SENP8 block-2	Apaf-1 inh	PfG6PD inh	SENP6 inh
CC(C)CNS(=O)(=O)c1ccc(CCC(=O)NCCC2=CCCCC2)cc1	-9	-1	2	4	19	6	-1	-2	-18
Cc1ccc(CNC(=O)CSc2nc3ccccc3[nH]2)cc1	2	3	-3	14	20	15	0	4	19
CCc1ccc(N(CC(=O)NC2CCCC2)C(=O)CCC(=O)Nc2cc(C)on2)cc1	-5	1	-5	-2	3	1	16	6	-5
O=C(CSCc1ccc(Br)cc1)Nc1ccc(S(=O)(=O)N2CCCCCC2)cc1	-1	2	3	-2	14	13	-2	2	8
O=C(Oc1cc2oc(=O)cc(-c3ccccc3)c2cc1Cl)C1CCCCC1	19	-6	-18	23	-1	-466	1	-24	21
CNC(=O)/C(C#N)=C/c1c(N(Cc2ccccc2)Cc2ccccc2)nc2ccccn2c1=O	3	9	-44	4	-5	-77	17	1	2
CC(C)Nc1oc(Cc2cccc3ccccc23)nc1C#N	0	-3	-14	-4	14	0	6	-4	-11
Cc1[nH]c2ccccc2c1SCCNC(=O)c1ccc(S(=O)(=O)N2CCCC2)cc1	-2	-2	3	4	13	6	1	15	-10
O=C(NCCc1cccc(C(F)(F)F)c1)C1CCC(=O)N(Cc2ccc(Cl)cc2)C1 (stereo not drawn)	12	3	1	2	23	5	25	0	-12
Cc1[nH]c2ccccc2c1C(=O)C(=O)NCC1CCCO1 (stereo not drawn)	-6	-5	0	-8	-8	13	-2	-4	16
CC(=O)Nc1nnc(CCS(=O)(=O)c2ccc(C)cc2)s1	-4	1	2	3	-6	29	-17	16	-8
CCOC(=O)c1[nH]c2c(OCC)nc(OCC)nc2c1Br	-5	.	1	.	.	3	.	1	.
COCCNC(=S)NCc1ccc2[nH]c3c(c2c1)CCCC3	-1	0	-16	1	28	-8	16	25	-8
CCOC(=O)c1sc(S(C)(=O)=O)c2c1CCc1conc1-2	8	7	1	2	16	-67	-12	10	10
CCC1(C)Cc2ccccc2-c2nc(NCCCO)n(-c3ccccc3)c(=O)c21 (stereo not drawn)	3	11	0	2	14	-285	23	7	-12
CC(C(=O)N1CCN(Cc2ccccc2)CC1)n1ncn2cccc2c1=O (stereo not drawn)	-6	-4	1	3	1	10	-10	4	-2
CC(=O)c1ccc(S(=O)(=O)Nc2ccc(C(=O)NCC(c3cccs3)N3CCOCC3)cc2)cc1 (stereo not drawn)	3	5	1	-3	3	13	8	-19	-1
CCCCc1nc(SCC(=O)N2CCCCC2)c2c(=O)n(C)c(=O)n(C)c2n1	2	-3	1	3	36	7	6	4	-6
CCN(CC(=O)Nc1c(F)cccc1F)C(=O)c1cccc(-n2cnnn2)c1	3	10	1	-4	3	8	-2	-6	5
CCOC(=O)C(C)Sc1nc(=O)n2ccccc2n1 (stereo not drawn)	-9	0	1	3	1	-53	-8	11	5

Structures shown so far containing a thiophene ring, fused or not (two):
smiles	HKDC1 inhibitor	SENP7 block	SENP1 FRET inh	SENP8 block-1	NALP3 yeast inh	SENP8 block-2	Apaf-1 inh	PfG6PD inh	SENP6 inh
CCOC(=O)c1sc(S(C)(=O)=O)c2c1CCc1conc1-2	8	7	1	2	16	-67	-12	10	10
CC(=O)c1ccc(S(=O)(=O)Nc2ccc(C(=O)NCC(c3cccs3)N3CCOCC3)cc2)cc1 (stereo not drawn)	3	5	1	-3	3	13	8	-19	-1

Additional compounds follow.
smiles	HKDC1 inhibitor	SENP7 block	SENP1 FRET inh	SENP8 block-1	NALP3 yeast inh	SENP8 block-2	Apaf-1 inh	PfG6PD inh	SENP6 inh
COCCN=C1OC(=O)N2C(=O)C3=C4[C@@H](C[C@H]5C(=O)N(c6ccccc6)C(=O)[C@H]5[C@H]4[C@@]12Cc1ccccc1)[C@H]1C(=O)N(c2ccccc2)C(=O)[C@H]1[C@H]3C	-2	-5	11	-2	5	-20	17	-2	-15
O=C(NCc1ccco1)C(=O)NCC1OCCN1S(=O)(=O)c1cc(F)ccc1F (stereo not drawn)	-2	11	-9	0	-26	12	0	18	-8
O=C(NNC(=O)c1ccc(Cl)c(Cl)c1)c1cccnc1	-3	-5	2	-1	7	7	0	3	-19
COc1cccc2c(=O)c(C/C=C(/C)Cl)c(C)[nH]c12	2	-3	-3	-10	16	-166	7	21	-6
Cc1ccc(OCCOCCn2cnc3ccccc3c2=O)c([N+](=O)[O-])c1	10	-3	3	0	20	10	-3	7	-4
CCCCn1c(N)c(N(CCOC)C(=O)c2cc(-c3ccccc3Cl)nc3ccccc23)c(=O)[nH]c1=O	-4	-13	-31	-6	14	-103	12	-7	-1
COc1cccc(C(=O)N2CCN(C(=O)c3ccc(-c4ccccc4)cc3)CC2)c1OC	-3	-8	0	-9	-9	13	3	2	-21
Cc1cc(Nc2ccccc2)n(CCOC(=O)COc2ccccc2)n1	-1	-6	5	-12	-1	25	12	6	-7
CC(C)C(=O)Nc1ccc2c(c1)C(=O)N(CCC(=O)O)C2=O	-4	-1	-1	-1	10	-478	-7	-10	-15
Cc1cccc(C)c1NC(=O)N1CCC(C(=O)c2ccc(F)cc2)CC1	-5	0	0	-14	12	5	1	4	-20
CC(=O)CC(C)(C)S(=O)(=O)c1ccc(Oc2ccc(S(=O)(=O)C(C)(C)CC(C)=O)cc2)cc1	-6	-7	0	-11	2	14	14	2	-24
COc1ccc(CCNCC(=O)Nc2ccc(OC(F)F)cc2)cc1	7	3	0	-2	19	7	3	-17	-11
CCn1c(-c2c(Cl)c(C)nn2C)n[nH]c1=S	-7	-1	1	-7	6	17	9	18	-3
Cc1ccc(NC(=O)CN(Cc2ccco2)Cc2ccccc2O)cc1C	-1	2	0	4	12	9	25	28	-14
COc1cccc(NC(=O)CN2CCN(c3ccc(F)cc3)CC2)c1	0	4	0	-8	10	20	9	6	0
CC(C)(C)OC(=O)C[C@H]1C/C=C\C[C@@H](CC(=O)NCCO)C(=O)N2CCC[C@H]2COC1=O	-7	2	0	-4	19	8	-1	3	2
CC(C)C[C@H]1CN=C(Nc2ccccc2)N1CCc1cccc(F)c1	1	-7	-2	-16	17	21	17	-11	0
COCCn1nnnc1C(c1cccc(OC)c1OC)N1CCN(C(=O)c2ccco2)CC1 (stereo not drawn)	-3	6	0	2	-3	-2	0	-5	-4
CCN1C(=O)CC(n2c(C)nc3ccccc32)C1=O (stereo not drawn)	1	1	1	2	9	17	3	-11	-4
CCCCn1c(NC(=O)c2ccccc2)c(C#N)c2nc3ccccc3nc21	5	.	-21	.	.	-278	.	41	.
Cc1c(N(C(=O)c2cc(=O)[nH]c3ccccc23)C(C)C)c(=O)n(-c2ccccc2)n1C	-11	0	2	1	14	20	-33	7	-22
CCCC(c1nnnn1CCOC)N1CCN(c2nc3ccccc3s2)CC1 (stereo not drawn)	-12	-1	0	-15	2	4	4	-9	6
COc1ccc(NC(=O)CCC(=O)N2CCOCC2)c([N+](=O)[O-])c1	-3	-8	0	1	1	5	-1	9	2
CCCN(CC(=O)Nc1ccccc1OC)C(=O)C1=COCCO1	0	0	-5	-3	-2	10	-3	-4	1
O=C(NNC(=S)NC(=O)c1ccccc1[N+](=O)[O-])c1ccc(Cl)cc1Cl	-16	-8	2	5	32	19	-3	-15	-3
OC(C#CCN1CCCCC1)c1ccccc1 (stereo not drawn)	-4	7	0	5	-4	14	-5	5	3
O=C(NCN1C(=O)C2C3C=CC(C3)C2C1=O)OC1CCCCC1 (stereo not drawn)	-9	4	2	3	5	22	-10	-10	-13
CCOc1ccc(-n2c(O)c(/C=N/Nc3nnc(C)c(=O)[nH]3)c3ccccc3c2=O)cc1	-21	10	-62	-6	17	-13	9	14	13
COc1ccc(NC(=O)C2CCCN2c2ccc(OC)c(OC)c2)cc1OC (stereo not drawn)	5	-2	-3	-7	15	12	14	46	-4
COc1ccccc1CNC(=O)CNC(=O)Cn1cnc2ccccc2c1=O	-3	-9	2	1	2	13	-4	-7	-4
Cc1ccc(S(=O)(=O)N(CC(=O)N=Nc2c(O)[nH]c3ccccc23)c2cccc(C)c2)cc1	-2	-8	4	-10	19	26	14	-44	-14
CCOc1ccccc1C(=O)OCC(=O)Nc1ccc(N2CCCCC2)cc1	-1	-3	1	-1	11	14	27	4	-19
Cc1cc(OCC(=O)NC2CCN(Cc3ccccc3)CC2)c2c(C)c(C)c(=O)oc2c1	3	-8	1	-3	-6	-197	20	4	-2
CN(CCOc1ccccc1)C(=O)C1CCC(=O)N(CCc2ccc(Cl)cc2)C1 (stereo not drawn)	3	10	0	2	8	12	10	1	12
O=c1[nH]c(CSc2cccc[n+]2[O-])nc2ccccc12	5	1	-6	5	-5	-7	-17	16	1
CC(C)[C@H](NC(=O)c1c(F)cccc1F)C(=O)OCC(=O)NC(=O)NC1CCCC1	0	0	2	5	18	6	12	-9	1
CC(=O)c1ccc(S(=O)(=O)N2CCCC(N(C)CCc3ccccc3)C2)cc1 (stereo not drawn)	5	-4	1	-5	25	9	6	-12	-2
Cn1nnnc1SCC(=O)c1ccco1	-6	10	2	3	16	14	-6	2	-13
CCOc1cc(C(=O)Nc2ccccc2N2CCN(S(C)(=O)=O)CC2)cc(OCC)c1OCC	1	-8	2	-2	4	21	10	-15	-5
COc1cccc(/C=C2\SC(=S)N(CCC(=O)NC3C=CS(=O)(=O)C3)C2=O)c1 (stereo not drawn)	12	1	2	-7	10	25	18	-11	-4
Nc1cccc(S(=O)(=O)NC2=NCCC2)c1	-8	1	0	-7	8	12	2	-2	0
COC(=O)C1=C(Nc2ccccc2NS(=O)(=O)c2ccc(C(F)(F)F)cc2Cl)CSC1	4	0	0	-7	16	10	-11	24	1
COc1ccc(-n2c(SCC(=O)Nc3ccccc3)nnc2-c2ccc(NS(=O)(=O)c3ccc(C)cc3)cc2)cc1	-4	-4	-1	1	10	4	16	-19	-10
COc1ccccc1N1CCSC1C(N)=O (stereo not drawn)	5	2	-15	1	19	16	-5	-4	-6
COc1cc(OC)cc(C(=O)N/N=C\c2ccoc2)c1	3	-2	4	7	7	18	5	-5	1
COc1cc(C2c3cc(O)c(OC)cc3CC(C(=O)O)C2CO)ccc1O (stereo not drawn)	1	.	-2	.	.	0	.	16	.
Cc1ccsc1/C=N/NC(=O)C1CC(=O)N(c2ccc(F)cc2)C1 (stereo not drawn)	2	0	1	2	15	7	-15	6	5
O=C(Nc1ccccc1)N1CCNCC1	-8	2	3	1	-1	5	-24	-8	3
O=C(Cc1ccccc1)N/N=C/c1ccccc1Cl	-6	0	3	1	3	7	0	3	5
Cc1cc(C(=O)N2CCOCC2)n(-c2ccccc2)n1	0	9	1	-7	14	13	7	-6	-10
